Bioassay records deposited in PubChem by several laboratories.
HePTP inhibitor: human HePTP phosphatase inhibition. P35236. recombinant HePTP phosphatase activity, OD absorbance. inhibition, % at 20 µM. 0.64% of 110,000 active. AID 521; in the data active means inhibition above about 50%;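 further: plate controls were vehicle for no effect and reference inhibitor for full effect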
Target sequence (P35236 whole entry, looked up): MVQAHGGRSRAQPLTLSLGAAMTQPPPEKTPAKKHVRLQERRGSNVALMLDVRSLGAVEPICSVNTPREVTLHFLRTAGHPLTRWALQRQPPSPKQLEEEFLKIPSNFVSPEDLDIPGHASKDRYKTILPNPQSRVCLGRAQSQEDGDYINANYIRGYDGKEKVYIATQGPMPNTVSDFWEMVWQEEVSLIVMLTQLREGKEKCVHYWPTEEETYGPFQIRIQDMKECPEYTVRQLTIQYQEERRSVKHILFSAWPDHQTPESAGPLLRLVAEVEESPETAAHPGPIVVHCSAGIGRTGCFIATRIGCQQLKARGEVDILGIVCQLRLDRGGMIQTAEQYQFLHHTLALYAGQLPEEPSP
BAP1 inh: human BAP1 deubiquitinase inhibition; Q92560; recombinant BAP1, Ub-AMC hydrolysis fluorescence kinetic; active compounds read low; activity remaining (% of control), % at 20 µM; 0.48% of 72,000 active;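 active means activity remaining at or below 50% of control, provided the compound also passes the data quality filters; inactive means the rest, including low values that fail the filters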;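 further: 100% = DMSO wells rate and 0% = substrate alone blank rate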
Target sequence (Q92560 whole entry, looked up): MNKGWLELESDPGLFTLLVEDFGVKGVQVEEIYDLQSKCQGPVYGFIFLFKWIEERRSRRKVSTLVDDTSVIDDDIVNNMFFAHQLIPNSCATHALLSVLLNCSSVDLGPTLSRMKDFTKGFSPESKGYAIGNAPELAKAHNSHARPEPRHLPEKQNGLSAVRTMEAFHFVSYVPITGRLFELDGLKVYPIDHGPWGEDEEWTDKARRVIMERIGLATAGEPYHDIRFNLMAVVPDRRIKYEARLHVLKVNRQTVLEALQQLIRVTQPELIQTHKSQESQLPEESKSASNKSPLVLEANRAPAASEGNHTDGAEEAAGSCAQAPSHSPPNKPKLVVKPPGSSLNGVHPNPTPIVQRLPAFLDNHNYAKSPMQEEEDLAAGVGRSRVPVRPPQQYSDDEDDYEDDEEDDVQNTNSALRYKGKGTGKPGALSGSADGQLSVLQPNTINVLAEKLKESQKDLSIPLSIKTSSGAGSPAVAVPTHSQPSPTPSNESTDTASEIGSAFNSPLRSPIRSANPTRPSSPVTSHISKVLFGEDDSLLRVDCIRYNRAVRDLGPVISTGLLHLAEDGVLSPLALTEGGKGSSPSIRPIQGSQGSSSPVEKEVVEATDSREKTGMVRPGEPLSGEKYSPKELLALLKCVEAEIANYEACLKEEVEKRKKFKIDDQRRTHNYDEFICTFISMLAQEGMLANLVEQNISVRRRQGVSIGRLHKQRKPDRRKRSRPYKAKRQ
Active calls of the source: *; nt = not tested or not shown; & = joins results of further samples. Random draw from the library; any-hit rate near 0.7%.

Order of values: HePTP inhibitor | BAP1 inh
COC(=O)C1=C(NC(=O)c2ccc(C(=O)c3ccccc3)cc2)CCS1
  nt | 70
CCOC(=O)c1ccccc1NS(=O)(=O)c1ccc(S(=O)(=O)N2CCCC2)cc1
  1 | 57
CCOC(=O)c1c(C)c(C(=O)Nc2ccc3c(c2)OCO3)c(C)n1C
  -1 | 100
C=CCc1cccc(/C=N/NC(=O)CSc2nnc(-c3ccccc3)n2-c2ccccc2)c1O
  9 | nt
COc1ccc(CC(=O)NCc2cccs2)cc1
  0 | 108
O=[N+]([O-])c1cccc(Cl)c1C1NN=C(Cc2ccccc2)S1 (stereo not drawn)
  -5 | nt
CN(C)S(=O)(=O)c1ccc(C(=O)Nc2nnc(Cc3ccccc3)s2)cc1
  10 | nt
CC1(C)CC(=O)C(N=Nc2cc(C(N)=O)c(Cl)cc2Cl)=C(O)C1
  -11 | nt
O=C(c1ccc(NS(=O)(=O)c2cccs2)cc1)N1CCCCC1
  0 | 95
O=C(Nc1cccc(Cl)c1)Nc1ccc(Br)cn1
  -10 | nt
COc1cc2c(CCNC(C)=O)c[nH]c2cc1O
  nt | 91
CCN1CCCC1CNC(=O)Cn1cccc1C(=O)c1ccccc1C (stereo not drawn)
  7 | 95
COc1ccccc1NC(=O)COC(=O)CNC(=O)c1ccc(OC)c(OC)c1
  11 | 111
CCOc1ccc(C(=O)Nc2nnc(CC)s2)cc1[N+](=O)[O-]
  2 | nt
O=C1C(=O)N(c2cccc(Br)c2)C(c2ccc([N+](=O)[O-])cc2)/C1=C(/O)c1ccccc1 (stereo not drawn)
  3 | nt
COc1cc(/C=C2/SC(=S)N(CCC(=O)Nc3ccccc3C(=O)O)C2=O)cc(OC)c1OC
  3 | nt
CC1CCCN(C(=O)c2sc3cc([N+](=O)[O-])ccc3c2Cl)C1 (stereo not drawn)
  -14 | nt
O=C(CN(C(=O)CCC(=O)Nc1ccccn1)c1ccc2c(c1)OCCO2)NCCc1ccccc1
  -4 | 103
Cc1cccc(Cn2c(N3CCCCC3C)nc3c2c(=O)[nH]c(=O)n3C)c1 (stereo not drawn)
  4 | 100
COCCNC(=O)c1cc2c(-c3ccc(Cl)cc3)nn(C)c2s1
  1 | 104

(cont.)
Order of values: HePTP inhibitor | BAP1 inh
CC(O)c1nc2ccc([N+](=O)[O-])cc2[nH]1 (stereo not drawn)
  nt | 68
Nc1cn(C2OC(CO)C(O)C(O)C2O)c(=O)[nH]c1=O (stereo not drawn)
  11 | nt
Cc1onc(-c2ccccc2Cl)c1C(=O)Nc1ccc2c(c1)OCO2
  9&2 | 90
Cc1c(C(=O)NCc2cccnc2)oc2ccc(S(=O)(=O)N3CCCCC3)cc12
  6 | 96
Cc1ccccc1C(=O)NN1C(=O)/C(=C/c2cccc(OCc3ccccc3)c2)SC1=S
  -2 | nt
Cc1cnc(C(=O)Nc2ccccc2-n2cccc2)cn1
  -6 | 99
Cc1ccccc1-n1nnnc1SCc1csc(-c2ccccc2)n1
  5 | nt
COc1ccccc1OCCNc1nc2c(c(=O)n(C)c(=O)n2C)n1C
  -4 | nt
O=C(CSc1nnc2scc(-c3ccccc3)n12)N1CCCc2ccccc21
  9 | 73
COc1ccccc1N1C(=O)C2C3C=CC(CC3)C2C1=O (stereo not drawn)
  0 | nt
O=C1CC(N=Cc2cccc(O)c2)=NN1c1ccccc1
  -16 | nt
O=C(Nc1nccs1)C(c1ccccc1)c1ccccc1
  -6 | nt
CCOc1ccccc1C1CC(c2ccccc2)Nc2nc(N)nn21 (stereo not drawn)
  9 | 93
COCc1nnc(SCC(=O)NCc2ccccc2)n1-c1ccccc1
  6 | 92
O=C(Nc1ccc2oc(-c3cccc4c(Br)cccc34)nc2c1)c1ccccc1[N+](=O)[O-]
  -14 | nt
CCCCCCn1c(CN2CCN(C(=O)OCC)CC2)nc2c1c(=O)n(C)c(=O)n2C
  nt | 111
Cc1ccc(-c2nc(CSCC(=O)NCc3cccnc3)c(C)o2)cc1
  nt | 107
Cc1c(Cl)cccc1NC(=O)/C=C/c1ccccc1Cl
  -13 | nt
COc1ccc(/C=C2\SC(=O)N(c3c(C)n(C)n(-c4ccccc4)c3=O)C2=O)cc1OC
  3 | nt
Cc1c(C(=O)O)oc2ccc(S(=O)(=O)NCCC3=CCCCC3)cc12
  2 | 85

Of the compounds above, 4 have a thiophene ring, fused or not.
Order of values: HePTP inhibitor | BAP1 inh
COc1ccc(CC(=O)NCc2cccs2)cc1
  0 | 108
O=C(c1ccc(NS(=O)(=O)c2cccs2)cc1)N1CCCCC1
  0 | 95
CC1CCCN(C(=O)c2sc3cc([N+](=O)[O-])ccc3c2Cl)C1 (stereo not drawn)
  -14 | nt
COCCNC(=O)c1cc2c(-c3ccc(Cl)cc3)nn(C)c2s1
  1 | 104

Later entries:
Order of values: HePTP inhibitor | BAP1 inh
C/C(=N\Nc1ncc(Br)cn1)c1cccc([N+](=O)[O-])c1
  -10 | nt
COc1cccc(C(=O)Nc2sc(C)c(C)c2C(N)=O)c1
  1 | nt
CCOC(=O)c1conc1-c1ccc(Br)cc1
  -3 | nt
COc1ccc(C2c3sc(=O)[nH]c3SC3C(=O)N(c4ccccc4)C(=O)C32)cc1 (stereo not drawn)
  1 | 90
COC(=O)c1cc(NS(=O)(=O)c2ccc3c(c2)CCC(=O)N3)cc(C(=O)OC)c1
  5 | 93
CC(=O)N(C)CP(=O)(O)CCc1ccccc1
  6 | nt
CC(C)c1ccccc1NS(=O)(=O)c1ccccc1[N+](=O)[O-]
  10 | nt
CCOc1ccc(N2C(=O)/C(=C/c3ccc4c(c3)OCO4)SC2=S)cc1
  -5 | nt
O=C(NC(=S)N1CCOCC1)c1ccc(Cl)cc1Cl
  -19 | nt
COCCn1nnnc1C(c1cc2cccc(C)c2[nH]c1=O)N1CCN(c2ccccc2F)CC1 (stereo not drawn)
  2 | 59
COC(=O)c1cc(OC)c(OC)cc1NC(=O)c1cnccn1
  -11 | 75
COc1ccc(S(=O)(=O)N(C)c2ccc(C(=O)N3CCC(C(N)=O)CC3)cc2)cc1
  8 | 146
CCC1=NN(C(=O)c2cccc(C)c2O)C(O)(c2ccc(Br)cc2)C1 (stereo not drawn)
  -19 | nt
CCOc1cccc(=O)c2c(C)n(-c3ccc(C)cc3)c(C)c12
  -4 | nt
CCC(C(=O)NCc1ccc(F)cc1)c1ccccc1 (stereo not drawn)
  -4 | nt
CN1CCN(c2ccc(Cl)cc2NS(=O)(=O)c2ccccc2Cl)CC1
  5 | 116
CC(=O)c1sc(NC(=O)c2ccc([N+](=O)[O-])s2)nc1-c1ccccc1
  4 | nt
COCCOC(=O)c1c(C)n(C)c2ccc(OC(=O)c3cccs3)cc12
  8 | 88
COC(=O)c1ccccc1NC(=O)Cn1cnc2cc(C)c(C)cc21
  7 | 95
C=CCn1c(SCC(=O)NC23CC4CC(CC(C4)C2)C3)nc(O)cc1=O
  1 | 52

The list continues:
Order of values: HePTP inhibitor | BAP1 inh
COc1ccc(C2OC(=O)CC2C(=O)NC2CCCCCC2)cc1OC (stereo not drawn)
  3 | 89
CCCC1Cc2c(sc3nc(SC)nc(N)c23)CO1 (stereo not drawn)
  1 | 83
COc1cc(NC(=O)c2ccc(-c3ccc(Br)cc3)o2)ccc1NC(=O)c1ccco1
  5 | nt
COc1cc(C(=O)NCc2ccco2)cc(OC)c1OC
  10 | 87
CC(=O)c1cc2c(cc1NC(=O)CCc1ccccc1)OCO2
  1 | 97
CC1(C)CC(=O)C(C=NCCc2ccc(S(N)(=O)=O)cc2)=C(O)C1
  7&4 | 100
CC1S/C(=C(\C#N)C(N)=O)N(c2ccc(F)cc2)C1=O (stereo not drawn)
  7 | 128
CS(=O)(=O)N1CCN(S(=O)(=O)c2ccc(Cl)cc2)CC1
  -3 | nt
Cn1c(=O)[nH]c(=O)c2c1nc(CN1CCN(c3cccc(Cl)c3)CC1)n2CCN1CCOCC1
  -4 | 102
C=CCN1C(=O)/C(=C\c2ccc(-c3cccc(Cl)c3)o2)SC1=S
  1 | nt
C/C(=N/NC(=O)c1ccc(Br)cc1)c1ccc(Cl)cc1
  -15 | nt
CC1CC(C)CN(CC(C)(C)NS(=O)(=O)c2ccccc2)C1 (stereo not drawn)
  5 | 100
Cc1ccc(N=Cc2ccc(C#N)cc2)cc1F
  2 | nt
Cc1ccc(-n2ncc(C(=O)N3CCc4ccccc4C3)c2NC(=O)c2ccco2)cc1C
  2 | 80
O=C1C2CCCN2C(c2ccccc2)N1c1cccc(Cl)c1 (stereo not drawn)
  -3 | 99
COC(=O)COc1ccc(/C=C2\C(=O)NC(=O)N(c3cc(C)cc(C)c3)C2=O)cc1OC
  6 | nt
CCc1cccc(C)c1N(C(=O)Cn1c(=O)[nH]c2ccccc21)C(C)COC (stereo not drawn)
  9 | 92
O=C(CN1CCN(CCOCCO)CC1)N1c2ccccc2Sc2ccc(Cl)cc21
  -3 | 102
O=C(CN1CCN(c2ccc(Cl)cc2)CC1)Nc1ccc(F)cc1
  2 | 119
O=C(NCc1ccco1)c1csc2c1CCCCC2
  -11 | 98

The listing continues.
Order of values: HePTP inhibitor | BAP1 inh
CC1CC(C)CN(CCCNC(=O)C2CCN(S(=O)(=O)N3CCCCC3)CC2)C1 (stereo not drawn)
  3 | 110
COCCOC(=O)c1c(C)oc2ccc(OCc3c(F)cccc3Cl)cc12
  -4 | nt
O=C(Nc1ccc(S(=O)(=O)N2CCOCC2)cc1)c1ccc(Cl)cc1
  -7&6 | 88
Cc1ccc2c(CC(=O)OC3CCOC3=O)coc2c1 (stereo not drawn)
  -3 | 86
CC(C)C12CCC(C(=O)O)C(C1)C(=O)O2 (stereo not drawn)
  8 | 100
O=[N+]([O-])c1ccc(Sc2c(-c3ccccc3)nc3ccccn23)cc1
  9 | nt
Cc1ccc(C2OC3(C(=O)c4ccccc4C3=O)C(c3ccc(Br)cc3)C23C(=O)c2ccccc2C3=O)cc1 (stereo not drawn)
  -18 | nt
CC1CCCC(NC(=O)c2ccc(CNc3c(N4CCCC4)c(=O)c3=O)cc2)C1C (stereo not drawn)
  0 | 85
Cc1cc(C)nc(SCC(=O)Nc2ccc(F)cc2)n1
  -2 | nt
Cc1cc(-c2csc(NC(=O)c3ccc(=O)n(C)n3)n2)c(C)n1CC1CCCO1 (stereo not drawn)
  -9 | 98
Nc1ccc(Cl)c(-c2nc3ncccc3o2)c1
  4 | 94
Cc1ccc(S(=O)(=O)n2cnc(C)c2)cc1
  9 | nt
CCCc1cc(C(=O)N2CCN(C(c3ccccc3)c3ccccc3)CC2)no1
  0 | 81
CCCCOc1ccc(-c2nc(Cc3ccccc3)no2)cc1
  -10 | nt
O=c1c2cc(N3CCOCC3)ccc2[nH]c(=S)n1Cc1ccco1
  8 | 84
O=C(CCN1C(=O)COc2ccccc21)NCCN1CCN(c2cccc(Cl)c2)CC1
  15 | 107
N#CCCN(Cc1cccnc1)C(=O)c1ccc(S(=O)(=O)N2CCOCC2)cc1
  8 | 95
COc1ccc(C2C(C(=O)OC3CCCC3)=C(C)NC3=C2C(=O)CC(C)(C)C3)c(OC)c1OC (stereo not drawn)
  nt | 171
O=C(CSc1nnc(-c2ccco2)n1-c1ccccc1)N1CCN(C(=O)c2ccco2)CC1
  16 | 97
CCn1ccc(C(=O)Oc2ccc(C(C)C)cc2)n1
  9 | 111

Retrieved one by one from above, 5 records:
Order of values: HePTP inhibitor | BAP1 inh
Cc1cc(C)nc(SCC(=O)Nc2ccc(F)cc2)n1
  -2 | nt
COc1ccc(C2C(C(=O)OC3CCCC3)=C(C)NC3=C2C(=O)CC(C)(C)C3)c(OC)c1OC (stereo not drawn)
  nt | 171
O=c1c2cc(N3CCOCC3)ccc2[nH]c(=S)n1Cc1ccco1
  8 | 84
Cc1cc(-c2csc(NC(=O)c3ccc(=O)n(C)n3)n2)c(C)n1CC1CCCO1 (stereo not drawn)
  -9 | 98
CCCc1cc(C(=O)N2CCN(C(c3ccccc3)c3ccccc3)CC2)no1
  0 | 81

Other compounds.
Order of values: HePTP inhibitor | BAP1 inh
Cc1noc(C)c1S(=O)(=O)Nc1ccc(C(=O)O)cc1
  2 | 83
Cc1ccc(Nc2cc(C)nn2-c2nc(C)cc(=O)[nH]2)cc1
  0 | 79
COc1ccc(C2C(C(=O)N3CCCCC3)c3ccccc3C(=O)N2C)cc1 (stereo not drawn)
  -12 | nt
CCCC(Nc1ccccn1)n1nnc2ccccc21 (stereo not drawn)
  2 | nt
CCc1c(C)nc(N)n2c(SCC(=O)N3CCCC(C)C3)nnc12 (stereo not drawn)
  2 | 97
CCN1C(=O)c2ccccc2Sc2ccc(C(=O)NCCN3CCOCC3)cc21
  -6 | 91
O=C(CN(c1ccc(Br)cc1)S(=O)(=O)c1ccccc1)Nc1cccc2cccnc12
  6 | nt
COC(=O)c1[nH]c2ccc(C)cc2c1NC(=O)C1=COCCO1
  3 | 137
CN1C(=O)c2oc3ccccc3c(=O)c2C1c1ccncc1 (stereo not drawn)
  3 | 103
O=C1CC(c2ccccc2)CC2=C1C(c1ccc(Br)cc1)Nc1ccccc1N2 (stereo not drawn)
  5 | nt
CCOc1ccc(Br)cc1S(=O)(=O)Nc1ccccc1N1CCOCC1
  4 | 64
COc1ccc(CC2NCCC3(O)CCCCC23)cc1 (stereo not drawn)
  13 | 95
CCN(CC)CCn1c(=S)[nH]c2cc(Cl)ccc2c1=O
  7 | 79
CCn1c(NCc2c[nH]c3ccccc23)nc2ccccc21
  nt | 100
Cc1cc(C)n2c(SCC(=O)NCc3ccco3)nnc2n1
  6 | 98
CC(NC(=O)COc1ccccc1)C(c1ccccc1)N1CCN(C)CC1 (stereo not drawn)
  6 | nt
